High-throughput results as filed in PubChem BioAssay.
NPY-Y2 antag – NPY-Y2 receptor antagonists, primary screen, cell-based | inhibition, % at 2.7 µM | NPY-Y2 expressing cells, antagonist mode | actives 0.99% (n = 140,000) | AID 793, 2007; in the data active = inhibition above about 17%;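 note: 0% = vehicle with agonist challenge and 100% = reference antagonist with challenge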
Target sequence (P49146 whole entry, looked up): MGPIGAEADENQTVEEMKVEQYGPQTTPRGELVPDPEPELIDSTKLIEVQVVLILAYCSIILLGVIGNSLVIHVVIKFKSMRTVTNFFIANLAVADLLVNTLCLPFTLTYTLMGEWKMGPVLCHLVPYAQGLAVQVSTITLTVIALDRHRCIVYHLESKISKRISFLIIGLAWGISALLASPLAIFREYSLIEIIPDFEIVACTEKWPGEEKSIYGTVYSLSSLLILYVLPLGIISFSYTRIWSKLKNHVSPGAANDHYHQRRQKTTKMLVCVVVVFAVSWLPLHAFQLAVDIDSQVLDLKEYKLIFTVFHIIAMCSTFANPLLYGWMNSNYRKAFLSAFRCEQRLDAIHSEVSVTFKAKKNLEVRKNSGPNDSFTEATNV
bCat KO growth – primary screen for growth suppressors in beta-catenin knockout HCT116 cells (colon tumor, human); AID 818, 2007; viability, % at 10 µM; HCT116 beta-catenin knockout viability, CellTiter-Glo, 60 h; stronger effect = lower value; actives 1.5% (n = 140,000);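 active = viability at or under a set limit, the compound median less 4 SD, cut at about 6% in these data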;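 note: 0% = Hyamine 1622 control at 20 µM and 100% = untreated cell control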
Phagocyt inh – inhibitors of macrophage phagocytosis, primary screen, imaging, J774A.1 cells, IgG beads. J774A.1 macrophage IgG-bead phagocytosis. inhibition, % at 5 µM. actives 0.07% (n = 110,000). AID 1029, 2008;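 active = inhibition above the mean of the plate negative controls plus 5 SD, cut at about 13% in these data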;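 note: phagocytic index as fraction of beads internalized from green versus red external bead signal; plate controls were DMSO negative control for no effect and cytochalasin-D positive control for full effect; some results beyond the cut were filed as inactive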
Measles CPE – compounds protecting cells from measles virus cytopathic effect, primary screen, measles RdRp inhibitor project, single point, MLSMR library, absorbance | protection (pct of control), % at 4 µM | Measles virus-infected cells, CPE protection | actives 1.5% (n = 140,000); in the data active = protection mostly above about 24%, no sharp cut-off; inactive = mostly below about 26%; note: some compounds called inactive have numbers as strong as hits
GALR2 antag – GALR2 antagonists in receptor-expressing cells, primary screen; antagonist mode; inhibition, % at 4 µM; actives 0.39% (n = 140,000); in the data active = inhibition above about 27%;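 note: cells stimulated with galanin 1-16 at roughly its EC80; 0% = agonist challenge control and 100% = basal control without agonist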
Target sequence (O43603 whole entry, looked up): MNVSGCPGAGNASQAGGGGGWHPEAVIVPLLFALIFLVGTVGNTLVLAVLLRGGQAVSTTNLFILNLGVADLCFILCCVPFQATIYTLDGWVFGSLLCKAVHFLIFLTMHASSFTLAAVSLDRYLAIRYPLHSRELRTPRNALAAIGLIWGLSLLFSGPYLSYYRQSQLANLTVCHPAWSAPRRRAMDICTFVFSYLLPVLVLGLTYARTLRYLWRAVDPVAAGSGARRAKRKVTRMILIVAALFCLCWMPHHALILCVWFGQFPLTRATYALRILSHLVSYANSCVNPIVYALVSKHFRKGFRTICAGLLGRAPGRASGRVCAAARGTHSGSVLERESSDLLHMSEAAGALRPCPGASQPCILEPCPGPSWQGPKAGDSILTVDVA
Yeast life ext – compounds extending yeast replicative lifespan, primary screen, S. cerevisiae, OD615 | inhibition of the nicotinamide effect, % at 10 µM | AID 775, 2007 | S. cerevisiae growth with nicotinamide; deaD strain in restrictive glucose medium | actives 0.68% (n = 130,000);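 active = inhibition above a set limit, placed 3 SD over the median of all compounds, cut at about 26% in these data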;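 note: 0% = nicotinamide-treated wells and 100% = cells grown without nicotinamide; some compounds called inactive have numbers as strong as hits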
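Measured by: optical density (absorbance) at 615 nm; System: modified budding yeast, DeaD strain; Medium: restrictive CSMM-D dextrose medium; Timing: 4 h preincubation then 48 h treatment at 30 °C.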
Yeast growth inh – growth inhibitors of yeast BB579 in restrictive medium, primary screen, yeast lifespan-shortening project, S. cerevisiae. OD615, 48 h. actives 0.51% (n = 140,000). inhibition, % at 10 µM. AID 804, 2007;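 active = inhibition above a set limit, 3 SD over the mean compound inhibition, cut at about 44% in these data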; note: inactives centre near -24
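test system = yeast BB579 (DeaD) | buffer or medium = restrictive CSMM-D medium | doses = single compound dose of 10 µM, 0.25% DMSO final | times = 4 h preincubation and 48 h exposure at 30 °C | technique = culture absorbance at 615 nm | benchmarks = amphotericin B 10 µg/mL, positive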
E-sel TNF inh – E-selectin induction blockers in HUVEC – imaging, immunofluorescence, high content, primary screen; inhibition, % at 2 µM; HUVEC TNFa-induced E-selectin immunofluorescence; actives 0.71% (n = 120,000);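 active = inhibition above the batch mean plus 3 SD, and confirmed as a hit on visual image review, cut at about 43% in these data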;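 note: 0% = TNF-stimulated DMSO wells and 100% = unstimulated control wells; not every result past the cut was called active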
MRP1 act – H69AR viability gain despite doxorubicin, primary screen, MRP-1 activator project, H69AR cells, CellTiter-Glo; viability rescue; viability increase, % at 10 µM; actives 0.61% (n = 140,000); AID 799, 2007;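 active = viability gain under doxorubicin at or above a set limit, the compound median plus 3 SD, cut at about 4.7% in these data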;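 note: MRP-1 overexpressing cells given doxorubicin 25 µM after compound pretreatment; 18-22 h compound pretreatment then 72 h with doxorubicin before readout; 0% = doxorubicin-only wells and 100% = vehicle-treated cells without doxorubicin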
HCT116 PTEN-null – growth suppression of PTEN-null HCT116, primary screen, cell-based, CellTiter-Glo; AID 827, 2007; actives 1.2% (n = 140,000); HCT116 PTEN-null viability, 60 h; stronger effect = lower value; viability, % at 10 µM;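 active = viability at or below a set limit, 4 SD under the median of all tested compounds, cut at about 3.7% in these data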;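 note: PTEN knockout HCT116 line with beta catenin targeted HCT116 as companion control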
The depositor's hits bear a star; . = not tested or not shown; & = joins results of further samples.

no.	compound	Phagocyt inh	HCT116 PTEN-null	Yeast life ext	GALR2 antag	NPY-Y2 antag
1	CC(=O)Nc1ccc(NCC(O)COc2ccccc2)cc1 (stereo not given)	-1	102	-7	-8	-1
2	CC(C(=O)Nc1ccc(C(=O)O)cc1)N1C(=O)c2ccccc2C1=O (stereo not given)	3	89	-7	2	1
3	Cc1ccc(Sc2ncnc(N)c2[N+](=O)[O-])cc1	-10	81	-1	14	5
4	COc1ccc(OC)c(CN2CCCC(C(=O)N3CCCCC3)C2)c1 (stereo not given)	-4	89	-2	3	5
5	COC(=O)CN1C(=O)C(O)(CC(=O)c2ccc(C)o2)c2ccccc21 (stereo not given)	0	91	-2	-4	1
6	CCc1ccc(Nc2nnc(SCc3cc(=O)n4ccsc4n3)s2)cc1	0	108&88	-12	1	3
7	CC(NS(=O)(=O)c1ccc(CCC(=O)NCc2cccnc2)cc1)c1ccccc1 (stereo not given)	0	96	-4	-7	1
8	O=C(NCc1cccs1)C1CCCN(c2ncccn2)C1 (stereo not given)	-3	104	-6	7	3
9	CCN(CC)S(=O)(=O)c1ccc2nc(NC(=O)c3cccs3)sc2c1	4	85	-2	0	0
10	CCCCCc1nc2c(=O)[nH]c3ccccc3c2o1	-4	85	-12	-1	-2
11	Cc1ccc(C(=O)NC(=C(Cl)Cl)S(=O)(=O)c2ccccc2)cc1	-6	77	3	8	4
12	CNC(=O)/C(C#N)=C/c1c(N(Cc2ccccc2)Cc2ccccc2)nc2ccccn2c1=O	-11	62	-4	-1	3
13	C#CCN1C(=O)C2C(C(=O)NC)C3C=CC2(O3)C1C(=O)NCc1ccc(OC)cc1 (stereo not given)	0	94	-2	-5	1
14	CCSC1=C(C#N)C(c2ccccc2Cl)C(C(=O)c2cccs2)C(O)(C(F)(F)F)N1 (stereo not given)	0	76	-8	-6	2
15	COc1ccc(N2CCCn3c2nc2c3c(=O)n(CCCc3ccccc3)c(=O)n2C)cc1	.	76	-14	3	7

no.	bCat KO growth	Measles CPE	Yeast growth inh	E-sel TNF inh	MRP1 act
1	106	5	-64	4	-0.6
2	94	11	8	.	-0.5
3	80	.	0	.	-2.4
4	82	10	-18	.	-2.4
5	98	18	-24	-10	-1.3
6	95	4	-44	-2	0.0
7	93	5	-71	14	-1.9
8	102	4	-23	13	-2.8
9	96	5	-28	-24	-2.5
10	97	4	-28	-35	0.3
11	77	8	-29	-24	-4.7
12	66	18	-23	1	-5.0
13	97	10	-11	.	-2.1
14	81	13	9	.	0.0
15	70	10	-52	28	-1.4

Additional records:
no.	compound	Phagocyt inh	HCT116 PTEN-null	Yeast life ext	GALR2 antag	NPY-Y2 antag
16	Cc1ccc(Oc2cc(C#N)c(C#N)cc2-n2nnc3ccccc32)cc1C	0	92	0	7	1
17	Oc1ccccc1-c1nc(N2CCCC2)c2ccccc2n1	0	87	-17	-10	3
18	CCCS(=O)(=O)N1CCC(C(=O)NCCN2CCCC2)CC1	.	89	-6	15	-2
19	CCOc1ccc(CNC(=S)N/N=C\c2ccc([N+](=O)[O-])cc2)cc1	2	66	-4	7	5
20	Cc1cc(C(=O)CSc2nnc(-c3cccnc3)n2-c2ccccc2F)c(C)n1C	.	52	-12	-3	-1
21	O=C(CCn1c(=S)[nH]c2ccccc2c1=O)NCCCN1CCOCC1	-2	104	-13	0	4
22	O=C(O)c1cccc(N2C(=O)C3CC=CCC3C2=O)c1 (stereo not given)	.	95	.	-3	5
23	CCOc1c2ccc(C(=O)NCc3ccccc3OC)cc2nn1CC	.	97	-21	6	3
24	COc1ccc(OCCCC(=O)NCCc2ccc(OC)c(OC)c2)cc1	-5	85	3	-17	3
25	C/C(CCc1ccc2c(c1)OCO2)=N\NC(=O)c1ccccc1Cl	-7	104	1	1	3
26	Fc1ccccc1OCCCCCCN1CCCC1	.	58	-4	-2	3
27	CCn1c(CSc2nnc(C)n2-c2ccccc2)nc2cc(S(=O)(=O)N(C)C)ccc21	0	86	-8	-12	-1
28	NC(=O)[C@@H]1CCCCNc2c(F)cc([N+](=O)[O-])cc2C(=O)N[C@@H](CC(=O)O)C(=O)N[C@@H](CCC(=O)O)C(=O)N1	.	93	2	0	0
29	COc1ccc(/C=C/C(=O)OCC(=O)Nc2cc(C(F)(F)F)ccc2Cl)cc1	-4	87	-2	3	4
30	CCN(CC)S(=O)(=O)c1cc(C(=O)N2CCc3ccccc32)ccc1Cl	.	40	-9	18	3

no.	bCat KO growth	Measles CPE	Yeast growth inh	E-sel TNF inh	MRP1 act
16	89	10	-11	3	-1.8
17	85	9	-37	0	-0.8
18	91	0	20	-7	-1.3
19	83	2	-23	-15	-2.2
20	58	5	-37	-20	-3.8
21	97	3	-22	-5	-0.5
22	101	10	-25	1	3.2
23	105	3	-44	-51	-0.5
24	94	7	-11	.	-1.9
25	100	9	-59	13	-1.0
26	47	7	-17	-26	-1.1
27	91	14	-17	.	-0.3
28	100	21	-11	-37	2.2
29	90	3	-39	-3	-2.6
30	27	5	-42	4	-3.5

Compound profiles, as listed above.
Results for COc1ccc(OCCCC(=O)NCCc2ccc(OC)c(OC)c2)cc1 : Phagocyt inh = -5; HCT116 PTEN-null = 85; Yeast life ext = 3; GALR2 antag = -17; NPY-Y2 antag = 3; bCat KO growth = 94; Measles CPE = 7; Yeast growth inh = -11; E-sel TNF inh = .; MRP1 act = -1.9
Results for CCCS(=O)(=O)N1CCC(C(=O)NCCN2CCCC2)CC1 : Phagocyt inh = .; HCT116 PTEN-null = 89; Yeast life ext = -6; GALR2 antag = 15; NPY-Y2 antag = -2; bCat KO growth = 91; Measles CPE = 0; Yeast growth inh = 20; E-sel TNF inh = -7; MRP1 act = -1.3
Results for CCN(CC)S(=O)(=O)c1ccc2nc(NC(=O)c3cccs3)sc2c1 : Phagocyt inh = 4; HCT116 PTEN-null = 85; Yeast life ext = -2; GALR2 antag = 0; NPY-Y2 antag = 0; bCat KO growth = 96; Measles CPE = 5; Yeast growth inh = -28; E-sel TNF inh = -24; MRP1 act = -2.5

Following part:
no.	compound	Phagocyt inh	HCT116 PTEN-null	Yeast life ext	GALR2 antag	NPY-Y2 antag
31	O=C(Nc1nc2nccc(-c3ccccc3)n2n1)C(Cl)(Cl)Cl	.	104	2	3	3
32	O=C(CCC(=O)c1cccs1)OCc1nnc(-c2ccccc2)o1	0	90	-10	2	4
33	CC(=O)Nc1ccc(NC(=O)C2CCCCC2C(=O)O)cc1 (stereo not given)	-4	108	2	-3	-1
34	Cc1ccc(NC(=O)C2(NC(=O)c3cccc(N4C(=O)CSC4c4ccccc4)c3)CCCCC2)cc1 (stereo not given)	.	60	-7	5	1
35	CC(C)c1ccc(N(CC(=O)Nc2ccc(S(=O)(=O)N3CCOCC3)cc2)S(C)(=O)=O)cc1	3	84	-17	-9	-4
36	COc1cc(-c2nnn(CC#N)n2)ccc1OCc1ccccc1	1	99	-12	-2	2
37	Cc1ccc(C(=O)N/N=C2/NC(=O)CC(C(=O)Nc3ccccc3)S2)cc1 (stereo not given)	-7	89	-5	4	4
38	O=C1/C(=C/N(C(=O)c2ccco2)c2ccc(Br)cc2)Sc2ccccc21	.	81	-3	3	3
39	O=C(Oc1ccccc1)c1ccc2nccnc2c1	2	110	-12	7	0
40	COc1ccc(/C=C/c2cc(=O)c3cc(Cl)ccc3o2)cc1	-3	88	0	1	9
41	CCn1c(COc2cccc(C)c2)nnc1SCC(=O)Nc1cccc(C(=O)O)c1	-1	87	-14	-12	3
42	CC(COC(=O)c1ccccc1)(COC(=O)c1ccccc1)/[N+]([O-])=C/c1ccccc1	-12	90	1	3	18*
43	COc1ccc(NC(=O)c2oc3ccccc3c2NC(=O)C(C)(C)C)cc1	-1	90	23	1	0
44	Cc1cc(OCC(C)C)ccc1/C(O)=C1/C(=O)C(=O)N(Cc2cccnc2)C1c1ccncc1 (stereo not given)	.	88	.	-2	0
45	Cc1ccccc1-n1nc(C(=O)O)cc1-c1ccccc1	1	101	-9	-6	6

no.	bCat KO growth	Measles CPE	Yeast growth inh	E-sel TNF inh	MRP1 act
31	106	4	2	-14	0.2
32	78	3	-38	.	-1.8
33	96	24	-53	11	-0.2
34	65	4	6	-33	-2.4
35	96	5	-19	13	-4.5
36	92	19	-46	.	3.0
37	93	7	9	.	-0.9
38	84	6	-44	.	-3.7
39	98	18	-47	-32	1.0
40	85	17	-43	.	-2.5
41	85	2	-33	20	-2.0
42	96	24	15	.	-0.7
43	103	3	-25	.	5.5*
44	98	8	-32	-6	0.4
45	101	10	-13	0	-1.7

Part of the list above, with bars between the fields:
cpd | Structure | Phagocyt inh | HCT116 PTEN-null | Yeast life ext | GALR2 antag | NPY-Y2 antag | bCat KO growth | Measles CPE | Yeast growth inh | E-sel TNF inh | MRP1 act
3 | Cc1ccc(Sc2ncnc(N)c2[N+](=O)[O-])cc1 | -10 | 81 | -1 | 14 | 5 | 80 | . | 0 | . | -2.4
4 | COc1ccc(OC)c(CN2CCCC(C(=O)N3CCCCC3)C2)c1 (stereo not given) | -4 | 89 | -2 | 3 | 5 | 82 | 10 | -18 | . | -2.4

More compounds
no.	compound	Phagocyt inh	HCT116 PTEN-null	Yeast life ext	GALR2 antag	NPY-Y2 antag
46	CCc1ccc(/C=C/C(=O)c2c(C)cc(C)[nH]c2=O)cc1	-1	23	-4	7	1
47	Cc1ccc(N(C(C)C(=O)Nc2ccc(S(=O)(=O)N3CCOCC3)cc2)S(C)(=O)=O)cc1C (stereo not given)	-3	76	-8	-7	-1
48	O=c1ncn(-c2ccccc2C(F)(F)F)c2ncccc12	-1	92	-3	-1	2
49	CCOc1cc(/C=C2/SC(=Nc3ccccc3)N(Cc3cccnc3)C2=O)ccc1OCC#N	4	51	33	-17	7
50	COc1ccccc1Oc1c(C)oc2c(CN(C)C)c(O)ccc2c1=O	.	99	-2	2	2
51	COCc1cc(=O)[nH]c(/N=C(\N)Nc2ccc(C)cc2)n1	3	99	-11	-3	-1
52	CCOc1ccc(NC(=S)N(CCc2c(C)[nH]c3ccc(C)cc23)Cc2ccncc2)cc1	.	84	2	5	-5
53	COCC(=O)Nc1ccc(-c2cn3cccnc3n2)cc1	-1	89	-12	10	2
54	CC1=CC(=NOC(=O)c2cccc([N+](=O)[O-])c2)C=C(C)C1=O	-4	27	-23	14	0

no.	bCat KO growth	Measles CPE	Yeast growth inh	E-sel TNF inh	MRP1 act
46	21	2	26	-7	-4.5
47	81	8	-29	-5	-1.8
48	85	4	-16	-9	-0.5
49	20	13	-26	-30	-1.4
50	93	15	-14	.	-1.2
51	94	8	-31	15	0.1
52	83	1	-22	-12	0.2
53	92	8	-16	.	-1.3
54	9	5	-6	7	-4.4

Entries above printed as active in NPY-Y2 antag.
cpd | canonical_smiles | Phagocyt inh | Yeast life ext | GALR2 antag | NPY-Y2 antag | Measles CPE | E-sel TNF inh
42 | CC(COC(=O)c1ccccc1)(COC(=O)c1ccccc1)/[N+]([O-])=C/c1ccccc1 | -12 | 1 | 3 | 18* | 24 | .
